# Screening results from PubChem BioAssay.
# TTR transcr act = TTR transcription activation, primary screen. SH-SY5Y TTR promoter Gaussia luciferase, luminescence; 100% = recombinant luciferase protein wells. activation, % at 16.7 µM. 1.3% of 92,000 active. AID 1117267;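 active = activation above the mean of all tested compounds plus 3 SD, cut at about 9.5% in these data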;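 also: cells exposed to compounds for one day before reading; 0% = median of all test compound wells on the plate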
# * marks the source's active call; other numbers are inactive results. These rows are one share of the data; the hit share may differ from the screen's.
SMILES	TTR transcr act
COC1C(CO)OC(n2cnc3c(=S)nc(N)[nH]c32)C1O (stereo unspecified)	0.6
COc1ccc(-c2cnc(N)n2CC2CCCO2)cc1 (stereo unspecified)	-1.3
C(=N\Nc1cc(N2CCCCC2)ncn1)/c1ccco1	0.2
CCCn1nc(NC(=O)c2cccs2)c2cc3cc(C)ccc3nc21	-0.3
CC(O)(c1cccc(F)c1)c1nc(-c2ccccc2)cs1 (stereo unspecified)	-1.2
Cc1nc(NC(=O)COC(=O)c2cccs2)c(Cl)cc1Cl	-0.7
C=CCN1C(=O)/C(=C\c2cccc(OC(=O)c3ccco3)c2)SC1=S	1.3
O=S(=O)(/N=C(/Nc1cc(N2CCOCC2)ncn1)c1ccccc1)c1ccccc1	2.5
O=C1N2CCc3ccccc3C2CS(=O)(=O)N1CCc1ccccc1 (stereo unspecified)	-0.9
COc1ccccc1N1CCN(C(=O)CCC(=O)Nc2nnc(CC(C)C)s2)CC1	-0.7
CCOC(=O)C1=C(C)Nc2ccccc2N=C1NC(=O)/C=C/c1ccc(OC)cc1OC	-0.7
Cc1nn(-c2ccc(Cl)cc2)c(N)c1C(O)(CSc1nccn1C)C(F)(F)F (stereo unspecified)	-1.2
CC(=O)N1CCC(=NNC(=O)CSc2cc(C)c(Br)cc2C)CC1	-1.2
O=C(N/N=C/c1ccccc1C(=O)O)c1ccc(COc2cccc3cccnc23)cc1	-1.2
O=S(=O)(Nc1ccccc1Cl)c1ccc(F)cc1	0.6
O=C(c1cccc([N+](=O)[O-])c1)c1ccc2c(c1)OCCOCCOCCOCCO2	-1.0
CCCC1CCC2(CC1)CCC2OC(=S)Nc1ccccc1OC (stereo unspecified)	-0.2
CCOC(=O)c1c(C)n(C)c2ccc(OC)c(NC(=O)CN3CCC(C(=O)OCC)CC3)c12	1.3
C=C[C@@H]1c2cc(C)ccc2N(S(=O)(=O)c2ccc(C)cc2)[C@H](c2ccccc2)C1(C#N)S(=O)(=O)c1ccccc1 (stereo partly specified)	0.2
CN1CCC23c4ccccc4NC1C21CCN(C)C3Nc2ccccc21	-0.6
CCOC(=O)C1=NNC2(c3ccc(C)cc3)C(=O)N(c3ccc(Cl)cc3)C(=O)C12 (stereo unspecified)	-2.3
COc1cc(/C=N/NC(=O)c2ccncc2)ccc1OC(=O)c1cc(OC)c(OC)c(OC)c1	0.1
Cc1ccc(S(=O)(=O)C(C#N)c2nc3ccccc3nc2N2CCCC2)cc1 (stereo unspecified)	2.0
COc1cccc(NC(=O)Nc2c(-c3ccc(C(F)(F)F)cc3)nc3ncccn23)c1	-0.6
C[C@H]1CN=C(N(C)C)N1CCc1ccccc1	10*
O=C1NC(Cc2ccc(O)cc2)c2nc3ccc(F)cc3c(=O)n2-c2ncccc21 (stereo unspecified)	-1.7
CC(=O)N(C)c1ccc(N=Nc2c(C)[nH]n(C(N)=S)c2=O)cc1	-0.8
COc1ccc(OCC(=O)Nc2ccc3c(c2)nc(CCNC(C)=O)n3C)cc1	5.1
C=CCC[C@H](Cc1ccc(F)cc1)C(=O)OC[C@@H](NC(=O)[C@@H](CC=C)CC(=O)N(CCO)Cc1ccccc1)C(C)(C)C	-5.6
Cc1cccc(Nc2nc(C)nc3c2oc2ccccc23)c1	2.5
COc1ccc2cc3cc(C(=O)N4CCN(c5ccccn5)CC4)oc3nc2c1	-1.3
CN1CCN(S(=O)(=O)c2ccc(NC(=O)COc3ccccc3)cc2)CC1	-1.6
CCC1CCCCN1S(=O)(=O)c1ccc(NC(=O)c2cccnc2)cc1 (stereo unspecified)	-0.6
COc1cccc(NC(=O)c2nn(C)c(C(=O)Nc3cccc(OC)c3)c2[N+](=O)[O-])c1	0.0
O=C(NCC1CC1)c1ccc(Nc2nc3ccc(Br)cc3[nH]2)cc1	34*
CC1CCCCN1C(=O)c1cccc(NC(=O)c2ccccc2)c1 (stereo unspecified)	-0.6
COC(=O)CSc1nc2ccc(N)cc2s1	-1.6
CCN(c1ccccc1)S(=O)(=O)c1cccc(C(=O)NCC(c2ccc(F)cc2)N2CCOCC2)c1 (stereo unspecified)	-2.0
O=[N+]([O-])c1cc(S(=O)(=O)N2CCOCC2)ccc1NS(=O)(=O)c1ccccc1	-0.7
O=C(CCCCn1c(=O)[nH]c2ccsc2c1=O)NCCc1ccccc1	-0.4
Cn1c(=O)c2[nH]c(CCCCc3nc4ccccc4[nH]3)nc2n(C)c1=O	2.3
Cc1ccc(S(=O)(=O)CC(=O)Nc2ccc(F)c(F)c2F)cc1	0.0
O=C(O)c1nnsc1-c1csnn1	0.8
Cc1ccccc1CNC(=O)C(=O)Nc1nccs1	-1.0
Cc1ccn2c(C(=O)N/N=C\c3cccs3)c(C)nc2c1	0.9
S=C(Nc1ccc(Cl)cc1)N(CCCN1CCOCC1)Cc1ccco1	-0.6
c1ccc(-c2nnnn2-c2ccccc2)cc1	0.0
CCOC(=O)C1(C)C=C(Nc2ccccc2)C(=O)N1c1ccccc1 (stereo unspecified)	-1.6
Cc1ccc(/C=N/NC(=O)c2ccc(NC(=O)c3ccccc3Cl)cc2)o1	-2.2
COc1cccc(OC)c1C(=O)OCC(=O)NCc1ccco1	1.3
Cc1ccc(S(=O)(=O)N2CCC(C(=O)OCC(=O)N3CCc4ccccc43)CC2)cc1	0.3
COC(=O)c1ccccc1-c1ccc(/C=N/NC(N)=O)o1	-1.4
Cc1cc(C)cc([C@H]2C[C@]34CN(Cc5ccccc5)S(=O)(=O)[C@H]3C[C@H]2O4)c1	-1.5
O=C(COC(=O)c1ccc(C(F)(F)F)cc1)Nc1cccc(S(=O)(=O)NC2=NCCCCC2)c1	0.1
CCOC(=O)Cn1nc(C)c(-c2ccccc2)c1N	-0.3
COc1cc(/C=N/NC(=O)c2cc(-c3c(C)nn(-c4ccccc4)c3C)n[nH]2)ccc1O	-1.7
O=C1Nc2cc(C(=O)NCCCN3CCOCC3)ccc2S/C1=C/c1ccccc1F	-1.6
CC1CN(c2ccc(NS(=O)(=O)c3ccccc3)cc2C(=O)O)CC(C)O1 (stereo unspecified)	-1.2
N#CC(C#N)=CN=c1ccn(Cc2ccc(Cl)cc2Cl)cc1	-3.5
CC1CCN(C(=O)COc2ccc(Nc3ccccc3)cc2)CC1	-1.7

# 3 compounds already listed, arranged by SMILES length, smallest number first:
SMILES	TTR transcr act
COc1cccc(OC)c1C(=O)OCC(=O)NCc1ccco1	1.3
Cn1c(=O)c2[nH]c(CCCCc3nc4ccccc4[nH]3)nc2n(C)c1=O	2.3
O=[N+]([O-])c1cc(S(=O)(=O)N2CCOCC2)ccc1NS(=O)(=O)c1ccccc1	-0.7

# In the list so far, these have bromine:
SMILES	TTR transcr act
CC(=O)N1CCC(=NNC(=O)CSc2cc(C)c(Br)cc2C)CC1	-1.2
O=C(NCC1CC1)c1ccc(Nc2nc3ccc(Br)cc3[nH]2)cc1	34*

# Further compounds follow.
SMILES	TTR transcr act
COc1ccccc1NS(=O)(=O)c1c(C)nc2sccn2c1=O	-0.9
CN(Cc1ccccc1)C(=O)c1ccc(NC(=O)Cc2ccc(NC(=O)C3CCCN(C(=O)C4CCCC4)C3)cc2)cc1 (stereo unspecified)	-0.5
Cc1ccc(CN2CC(C(=O)Nc3cc(S(C)(=O)=O)ccc3Cl)CC2=O)cc1 (stereo unspecified)	1.0
CC12CCC(C(=O)N3CCN(c4ccccc4)CC3)(CC1=O)C2(C)C (stereo unspecified)	6.5
COc1ccc(NS(=O)(=O)c2cn(C)cn2)cc1	-2.1
CC(=O)c1cccc(NC(=O)c2cnccn2)c1	-1.9
CC(C)c1ccc(NC(=O)N(CCc2nc3ccccc3[nH]2)C2CCCC2)cc1	0.4
O=C(C[C@@H]1CC[C@@H]2[C@H](COC[C@H](O)CN2C(=O)Nc2ccc(F)cc2)O1)NCCc1ccncc1	2.5
CCc1ccc(Oc2coc3cc(OCC(=O)Nc4cc(C)ccc4C)ccc3c2=O)cc1	1.4
COC(=O)[C@@H](NC(=O)Nc1cccc(OC)c1)C(C)C	-2.8
CCc1nnc(NC(=O)CN2CCOCC2)s1	0.5
COc1ccccc1NC(=O)c1ccc(NC(=O)COC(=O)C2CCCCC2)cc1	-1.6
Cc1ccc(C)c(CSc2nc3[nH]ncc3c(=O)[nH]2)c1	-0.5
Cc1cc(N2CCN(C)CC2)nc2ccc(NC(=S)NC3CC3)cc12	0.1
CCOc1ccc(-c2nc(N)ncc2-c2ccccc2OC)c(O)c1	-0.9
O=C(NC1CCCC1)C(c1ccncc1)N(CCCN1CCOCC1)C(=O)c1ccc(-c2ccccc2)[nH]1 (stereo unspecified)	-2.1
O=C(Cn1nc(-c2ccc(Cl)cc2)ccc1=O)NCc1ccc2c(c1)OCO2	1.5
Cc1ccccc1-n1nnnc1SCc1cc(=O)n2ccsc2n1	2.4
CC(=O)c1ccc([C@H](O)[C@H](C)C(=O)N(C)c2ccccc2)cc1	1.9
CN(C)C(=O)c1ccc(-c2cc(C(F)(F)F)n(C)n2)s1	0.5
O=C(CSc1nc(=O)n2cc(Cl)ccc2n1)Nc1ccc2c(c1)OCCO2	3.4
O=C(COC(=O)c1ccc(Cl)nc1)Nc1ccc(S(=O)(=O)N2CCCC2)cc1	20*
COc1ccc(CCNC(=O)c2ccccc2C(=O)NCCc2ccc(OC)c(OC)c2)cc1OC	4.2
CCCCC(C(=O)N/N=C/c1ccccn1)C(=O)N/N=C/c1ccccn1	2.0
N#Cc1cccc(NC(=O)c2cc(C3CCCCN3C(=O)c3ccc4c(c3)CCO4)on2)c1 (stereo unspecified)	-0.8
O=C(COC(=O)c1ccc([N+](=O)[O-])o1)NCc1ccc2c(c1)OCO2	1.9
O=C(Nc1ccc(F)cc1)N1CCN(c2ccc3nnc(-c4ccc(F)cc4)n3n2)CC1	-2.1
Cc1cc(=O)oc2c(C)c(OC(C)C(=O)NCCCN3CCCC3=O)ccc12 (stereo unspecified)	1.2
c1ccc(OCCOCCN2CCc3ccccc3C2)cc1	0.2
Cc1c2ccccc2nc2ccccc12	-1.7
Cc1ccc2c(=O)[nH]c(Nc3nc(C)cc(-c4ccccc4)n3)nc2c1	1.8
COC(=O)C1=C(C(=O)OC)C(C(=O)OC)C(C(=O)OC)C(C(=O)OC)(C(=O)OC)C(C(=O)OC)=C1C(=O)OC (stereo unspecified)	0.9
CN1/C(=C\C(=O)COC(=O)CNC(=O)c2ccc3ccccc3c2)C(C)(C)c2ccccc21	2.5
O=C(Oc1cccc(NC(=O)c2ccccc2Cl)c1)c1ccc([N+](=O)[O-])cc1	-0.1
O=c1c2cnn(-c3ccccc3)c2nc(-c2cccs2)n1-c1ccc(Br)cc1	0.6
COc1ccc(/C=C2\CC/C(=C\c3ccc(OC)cc3OC)C2=O)c(OC)c1	-1.1
CC(=O)Nc1nnc(SCc2cccc(F)c2)s1	-1.5
CC(C)NC(=O)COC(=O)C1CSC2(c3ccc(Br)cc3)CCC(=O)N12 (stereo unspecified)	2.8
CSc1nc2ccc(S(N)(=O)=O)cc2s1	3.5
CC(=O)NC(C)CCc1ccccc1 (stereo unspecified)	0.6
CC(C)NC(=S)N/N=C1\CCCCc2ccccc21	3.0
NS(=O)(=O)c1cccc(NC(=O)c2cccnc2Oc2ccccc2)c1	1.3
O=C(CN1C(=O)NC2(CCCC2)C1=O)NCc1ccccc1	-1.7
c1ccc(Cc2noc(CN3CCCC(CN4CCOCC4)C3)n2)cc1 (stereo unspecified)	1.3
COCCn1c(SCC(=O)Nc2ccc(F)cc2)nc2c(oc3ccccc32)c1=O	-2.0
COc1ccc2nc(SCC(=O)N3CC(=O)Nc4ccccc43)c(C#N)cc2c1	-6.9
COCc1ccc(CN2CCCC(CO)(Cc3ccccc3C)C2)o1 (stereo unspecified)	6.7
O=C(CSc1nc2ccccc2o1)Nc1ccc(N2CCOCC2)cc1	-2.0
COc1ccccc1C1CCN(Cc2cccc([N+](=O)[O-])c2)CC1	-0.1
CN1CCN(C(=S)SCc2nc(N)nc(Nc3ccc(F)cc3)n2)CC1	6.6
O=C1[C@@H]2Cc3c([nH]c4ccccc34)C(c3cccc([N+](=O)[O-])c3)N2C(=O)CN1C1CCN(Cc2ccccc2)CC1 (stereo partly specified)	-3.9
O=C(NCCc1cccs1)c1cccs1	0.3
CC1(C(=O)NC2CCCCC2)CCC(=O)N1Cc1cccs1 (stereo unspecified)	4.9
CC(Sc1nnc2c(n1)[nH]c1ccccc12)C(=O)N(C)C1CCCCC1 (stereo unspecified)	-4.5
COc1ccc(CNC(=S)Nc2cccc(Cl)c2)cc1	-2.9
COCCN(C(=S)Nc1ccccc1C)C(C)c1cccs1 (stereo unspecified)	-1.0
Cc1ccc(CNC(=O)CCS(=O)(=O)c2ccc(C)cc2)cc1	-0.5
O=c1cc(-c2ccccc2)c2ccc(O)c(CN3CCCCC3)c2o1	-0.3
Cc1c(Cl)cnc(NC(=O)COC(=O)c2nn(C)c(=O)c3ccccc23)c1Cl	0.2
O=c1nc2n(c3cccc(Cl)c13)CCCCC2	1.2
CCCCNC(=O)Cc1coc2ccc3ccccc3c12	-0.5
O=C(N/N=C/c1ccccc1[N+](=O)[O-])c1cccs1	0.5
O=C(Cn1nc2sc3ccccc3n2c(=O)c1=O)c1cccs1	1.2

# Entries listed so far shown as hits in TTR transcr act:
SMILES	TTR transcr act
C[C@H]1CN=C(N(C)C)N1CCc1ccccc1	10*
O=C(NCC1CC1)c1ccc(Nc2nc3ccc(Br)cc3[nH]2)cc1	34*
O=C(COC(=O)c1ccc(Cl)nc1)Nc1ccc(S(=O)(=O)N2CCCC2)cc1	20*
